# Source: PubChem BioAssay
# TNAP inh hi DEA: blocks human TNAP under high phosphate acceptor concentration. P05186. purified TNAP, CDP-star luminescence, 1 M DEA. inhibition, % at 20 µM. 0.03% of 200,000 active;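 active = over 50% inhibition of tissue-nonspecific alkaline phosphatase at 20 µM in the single-dose screen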;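 also: plate controls were DMSO wells for no effect and EDTA-quenched wells as full inhibition for full effect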
# Target sequence (P05186 whole entry, looked up): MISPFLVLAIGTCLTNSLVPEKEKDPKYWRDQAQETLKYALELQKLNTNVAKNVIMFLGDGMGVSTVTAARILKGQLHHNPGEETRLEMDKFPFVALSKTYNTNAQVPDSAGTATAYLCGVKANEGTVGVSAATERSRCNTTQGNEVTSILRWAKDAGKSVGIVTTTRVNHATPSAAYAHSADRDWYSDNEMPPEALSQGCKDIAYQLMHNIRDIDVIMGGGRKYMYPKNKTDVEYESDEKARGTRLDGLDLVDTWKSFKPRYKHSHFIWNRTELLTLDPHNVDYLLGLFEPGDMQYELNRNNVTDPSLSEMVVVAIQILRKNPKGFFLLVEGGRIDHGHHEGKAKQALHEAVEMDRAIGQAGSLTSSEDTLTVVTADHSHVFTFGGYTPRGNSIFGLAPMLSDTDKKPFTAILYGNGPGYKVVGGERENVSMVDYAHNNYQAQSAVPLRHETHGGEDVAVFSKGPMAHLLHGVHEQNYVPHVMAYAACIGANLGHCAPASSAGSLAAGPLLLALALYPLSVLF
# FLuc inhib CS: Photinus pyralis luciferase inhibition counter-screen; AID 1006; inhibition, % at 10 µM; P08659; ATPLite firefly luciferase biochemical luminescence, 10 min; 1.5% of 200,000 active;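 active = inhibition above about 50% when tested at 10 µM, limit read from the data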
# Target sequence (P08659 whole entry, looked up): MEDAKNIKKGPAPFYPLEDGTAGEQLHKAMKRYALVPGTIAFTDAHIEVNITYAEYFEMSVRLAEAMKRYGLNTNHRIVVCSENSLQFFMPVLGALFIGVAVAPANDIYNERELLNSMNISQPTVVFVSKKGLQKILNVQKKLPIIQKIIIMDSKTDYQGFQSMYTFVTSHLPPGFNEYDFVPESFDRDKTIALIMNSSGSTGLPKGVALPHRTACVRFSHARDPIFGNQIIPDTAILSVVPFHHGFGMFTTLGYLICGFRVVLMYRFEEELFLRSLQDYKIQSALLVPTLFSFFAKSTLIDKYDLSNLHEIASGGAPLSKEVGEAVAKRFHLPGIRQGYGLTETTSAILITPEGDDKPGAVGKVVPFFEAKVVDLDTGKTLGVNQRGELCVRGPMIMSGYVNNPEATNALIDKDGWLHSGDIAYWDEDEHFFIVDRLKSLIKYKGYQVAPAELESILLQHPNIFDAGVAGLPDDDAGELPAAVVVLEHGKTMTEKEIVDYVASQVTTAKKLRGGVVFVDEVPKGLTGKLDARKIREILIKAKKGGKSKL
# TNAP act hi DEA: activators of human TNAP at high phosphate acceptor concentration; activation factor at 20 µM; 200,000 tested, under 10 active; purified TNAP, CDP-star luminescence, 1 M DEA, 30 min; stronger effect = higher value; 0 = EDTA background, 1 = DMSO-only activity; AID 1136;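 active = activation factor at least 2 at 20 µM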
#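 Dosing: 20 µM single point. System: human TNAP. Amount: TNAP 1/800 final. Incubation: 30 min, room temperature. Read-out: TNAP activation factor scaled between EDTA and DMSO control wells. Signal: luminescence from CDP-star hydrolysis. Medium: 1 M DEA, pH 9.8, Mg2+, Zn2+. Control set: EDTA negative control, DMSO positive control.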
# PMI act: increases human mannose-6-phosphate isomerase activity; P34949; purified human PMI, coupled resazurin fluorescence, 20 min; stronger effect = higher value; 1 = vehicle control, 0 substrate-free wells; activation factor at 20 µM; 0.005% of 190,000 active;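 active = activation factor of 2 or more at 20 µM, relative to plate controls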
# APP 5'UTR act: APP 5'UTR luciferase reporter activation | SH-SY5Y APP 5'UTR luciferase reporter, luminescence; zero percent = DMSO vehicle wells | activation, % at 2 µM | 1% of 190,000 active | AID 1276;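 active = activation above a set limit, based on mean plus 3 SD of controls, cut at about 140% in these data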; also: values of inactives mirror those of a sister screen read the other way
# PMI act satM6P: activators of human phosphomannose isomerase at near-saturating mannose 6-phosphate; P34949; 0.34% of 190,000 active; activation factor at 20 µM; coupled PMI enzyme assay, resazurin fluorescence, 20 min; stronger effect = higher value; 1 = untreated enzyme, 0 = substrate-free blank; AID 1216;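 active = activation factor of 2 or more at 20 µM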
#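 Test system – human PMI in coupled enzyme assay · Timing – 20 min incubation at room temperature · Detection – Diaphorase-driven resazurin-to-resorufin fluorescence, excitation 544, emission 590 nm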
# TNAP inh no acc: blocks human TNAP activity with no phosphate acceptor present. P05186. purified TNAP, CDP-star luminescence, 30 min. inhibition, % at 20 µM. 0.26% of 200,000 active. AID 1012;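 active = tissue-nonspecific alkaline phosphatase inhibition above about 50% at 20 µM in the single-dose screen, limit read from the data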;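 also: 0% = DMSO negative control and 100% = EDTA positive control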
# bIAP activator: intestinal alkaline phosphatase (bovine) activation; 0.17% of 200,000 active; AID 1016; purified bovine IAP, CDP-star luminescence, 30 min; stronger effect = higher value; fold of DMSO-control signal, blank-subtracted; activation factor at 20 µM;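 active = activation factor of 2 or more at 20 µM, a signal rise over negative controls twice the positive control's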
# NF-kB expr up: compounds increasing NF-kB expression in human neuronal cells; NF-kB reporter expression; stronger effect = higher value; 1.6% of 190,000 active; AID 1239; fold change at 12.5 µM; in the data active = fold change above about 3.3
# FLuc act counter: affects firefly luciferase, flagging false hits in luciferase stimulation screens; ATPlite luciferase biochemical, luminescence, 10 min; 0 = ATP-free wells, 1 = DMSO control; activation factor at 10 µM; 200,000 tested, under 10 active;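 active = luciferase activation factor, scaled between plate controls, of at least 2 with compound at 10 µM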
#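 System: Luciferase/luciferin detection reagent, cell-free biochemical luciferase assay | Medium: PBS buffer for ATP | Dosing: Test compounds dosed from 2 mM stocks in 100% DMSO | Timing: 10 min at ambient temperature | Signal: Luminescence measurement of luciferase light output | Evaluation: Luciferase activation, seen as luminescence increase over controls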
# * = called active by the depositor; x = no result given.
# Each structure is followed by: TNAP inh no acc	PMI act satM6P	FLuc inhib CS	FLuc act counter	bIAP activator	NF-kB expr up	TNAP inh hi DEA	PMI act	TNAP act hi DEA	APP 5'UTR act
> Cc1ccc(-c2nnn(CC(=O)N(CC3CCCO3)C(C(=O)NCC3CCCO3)c3ccc(F)cc3)n2)o1 (stereo not given)
 : -19	1	-2	1	0.9	1.4	-3	0.9	1	5
> Cc1ccc2cc(CN(CC3CCCO3)S(=O)(=O)c3cccc4nsnc34)c(=O)[nH]c2c1 (stereo not given)
 : 6	1.1	-5	1	0.9	0.64	-4	1	1	0
> CCOc1ccc(N=Cc2c(O)c3ccccc3oc2=O)cc1
 : -2	0.9	78*	0.2	0.7	1.5	2	1.1	1	-3
> OC1CCN(CC(O)C(F)(F)F)CC1 (stereo not given)
 : -12	1.1	-6	1.1	1	1.1	-2	1.1	1	1
> COc1ccc(C2CCCN2C(=O)Nc2ccc(Cl)cc2)cc1OC (stereo not given)
 : -17	0.8	-4	1	0.9	1.3	-3	0.9	1	12
> C/C(N)=C(/C#N)C(=O)COC(=O)CC1CCCC1
 : -14	1	-6	1.1	0.8	x	-5	1	1	-5
> CN1CCN(S(=O)(=O)c2ccc(NC(=O)C(C)(C)C)cc2)CC1
 : -17	1.1	5	0.9	1	1.1	-1	1.1	1	10
> COC(=O)C1=C(N)Oc2cc(C)n(Cc3cccnc3)c(=O)c2C1c1cc(OC)ccc1OC (stereo not given)
 : -8	1	2	1	1	1.1	-2	1	1	9
> N#Cc1cccc(NCC(=O)Nc2ccc3c(c2)OCCO3)c1
 : -17	1	65*	0.3	0.9	6.8*	-6	1.1	1.1	190*
> N#Cc1c(/N=C/c2ccco2)sc2c1CCC2
 : 3	0.9	50*	0.5	0.8	1.1	6	0.9	0.9	4
> Cn1c(SCC(=O)OCc2ccccc2)nnc1-c1ccco1
 : -7	1	-3	1	0.9	0.98	-4	1	1	-4
> Cc1ccc(CSc2nc3ccccc3c(=O)n2Cc2ccco2)cc1
 : -8	0.9	-8	1.1	0.9	0.94	-3	0.9	1	2
> CS(=O)(=O)N(CC(=O)Nc1ccc(S(=O)(=O)N2CCOCC2)cc1)c1cccc(F)c1
 : -8	1.1	-8	1.1	0.9	x	-2	1.1	1	-3
> Cc1cc(NC(=O)CSc2nnnn2C)n(-c2ccccc2)n1
 : -12	1	-5	1.1	0.9	0.96	-5	1	1.1	-11
> CC(C)(C)c1cc(CN2CCOCC2)c(C(=O)O)o1
 : -5	1	-8	1.1	0.9	1.1	-3	1	1	-9
> Cc1c(NC(=O)CSCc2ccc(Br)cc2)c(=O)n(-c2ccccc2)n1C
 : -7	0.9	-1	1	1.2	1.1	0	0.9	1	10
> O=C(CSC1CCCCC1)N1CCN(c2ccccc2)CC1
 : -14	0.9	-6	1.1	1	1.2	-5	0.9	1.1	1
> COc1cc(Cl)c(C)cc1NC(=O)CSC
 : 0	1.5	-8	1.1	0.9	1.4	-2	1.3	1	14
> COc1ccc(CC(=O)Nc2ccc(-c3cn4ccccc4n3)cc2)cc1OC
 : -3	1.2	18	0.8	1	1.4	-6	1.1	1.1	7
> Cc1cccc(NC(=O)Nc2cccc(F)c2)n1
 : -7	1	4	1	0.9	2.5	-3	1	1	20
> O=C(CSc1nnc(NC(=O)C2CC2)s1)NCc1ccco1
 : -5	0.9	-2	1	1.3	1	-3	0.9	1	5
> Cc1c(C=O)c2ccccn2c1C(=O)c1ccc(Cl)c([N+](=O)[O-])c1
 : 0	0.9	-2	1	0.9	1	2	0.9	1	-24
> O=C(Nc1ccccc1F)c1ccc(Cn2cc(Br)cn2)cc1
 : -11	0.9	-2	1	0.8	1.4	-2	0.9	1	9
> Cc1[nH]c2ccccc2c1/C=C(/C#N)C(=O)NC(C)C
 : -3	0.9	-4	1	1	x	4	0.9	1	2
> Cc1nc2ccc(NC(=S)NC(C)C)cc2nc1C
 : 0	0.6	-7	1.1	0.9	1	-4	1.1	1	26
> Cc1cccc(NC(=O)CCCN2C(=O)c3cccc4cccc(c34)C2=O)c1
 : -8	1	-7	1.1	0.9	1	0	1.1	1	-7
> CCOC(=O)C1CCCN(C/C(O)=C(\C#N)c2nc(-c3ccccc3)cs2)C1 (stereo not given)
 : -8	1.4	-5	1.1	1.2	1.2	-2	1	1	-7
> CC1=C(C(=O)Nc2ccccc2)C(c2cccnc2)n2ncnc2N1 (stereo not given)
 : -12	1	-4	1	1	1.4	-6	1	1.1	-14
> COc1ccccc1OCCC(=O)OCC(=O)c1c(N)n(C)c(=O)n(C)c1=O
 : -6	0.8	-4	1	1.1	1	-2	0.9	1	9
> O=c1[nH]cc([N+](=O)[O-])cc1Br
 : -19	0.9	0	1	0.6	1.1	5	1	1	-10

# Limited to PMI act satM6P, TNAP act hi DEA and TNAP inh no acc (3 entries from above):
Structure,PMI act satM6P,TNAP act hi DEA,TNAP inh no acc
COc1ccc(C2CCCN2C(=O)Nc2ccc(Cl)cc2)cc1OC (stereo not given),0.8,1,-17
C/C(N)=C(/C#N)C(=O)COC(=O)CC1CCCC1,1,1,-14
CN1CCN(S(=O)(=O)c2ccc(NC(=O)C(C)(C)C)cc2)CC1,1.1,1,-17

# (next part)
# Each structure is followed by: TNAP inh no acc	PMI act satM6P	FLuc inhib CS	FLuc act counter	bIAP activator	NF-kB expr up	TNAP inh hi DEA	PMI act	TNAP act hi DEA	APP 5'UTR act
> COc1ccccc1NS(=O)(=O)c1ccc(N/N=C/c2ccccc2OCC(=O)O)c([N+](=O)[O-])c1
 : 20	1.1	-4	1	0.8	1.4	24	1.3	0.8	-1
> O=C(Nc1ccccc1)C1=C[C@@H](C2CCCCC2)C[C@@H](OCCCCO)O1
 : -13	0.9	6	0.9	1.1	0.69	-5	0.8	1.1	68
> C=CCn1c(SCC(=O)N2CCc3ccccc3C2)nc2sc(CC)cc2c1=O
 : -9	0.9	-5	1	0.9	0.59	-3	0.9	1	9
> Cc1nn(C)c(C)c1C(=O)NN
 : -22	1	-7	1.1	0.8	1.3	-5	0.9	1.1	-4
> O=C(NNC(=O)c1ccc(F)cc1)C(=O)N1CCCCC1
 : -9	1	-2	1	0.9	1.1	-2	1	1	-4
> CCCCCCN1C=CC(=C/C=C(\C#N)C(=O)OCC)C=C1
 : 18	0.8	-7	1.1	0.6	0.95	30	0.9	0.7	6
> CNC(=O)C1CC(=O)N(c2ccc(F)c(Cl)c2)C1 (stereo not given)
 : -12	1	-5	1.1	1.1	1.1	-7	1	1.1	9
> CCOC(=O)c1ccc(C(=O)OCC)c(NC(=S)Nc2ccc([N+](=O)[O-])cc2OC)c1
 : -4	1	4	1	0.7	1.4	1	1	1	23
> Cc1nn2cc(-c3ncc(C(F)(F)F)cc3Cl)cnc2c1Br
 : -11	1	26	0.7	1	0.92	-1	1	1	505*
> CCOC(=O)N1CCC(N2CCCC(CO)(Cc3cccc(Cl)c3)C2)CC1 (stereo not given)
 : -8	1	-6	1.1	1	0.96	-5	0.9	1	-18
> Cc1nn(-c2ccccc2)c2nc(-c3cccs3)cc(C(=O)NN)c12
 : -12	1	5	0.9	0.7	1.6	0	1.1	1	13
> COCCn1c(SCC(=O)Nc2cccc(OC)c2)nnc1-c1ccc(Cl)cc1
 : -6	0.9	-2	1	0.9	1.4	0	0.9	1	9
> COC(=O)c1ccc(NC(=O)C2C3CCC(C3)C2C(=O)O)cc1 (stereo not given)
 : 0	1	-7	1.1	1	0.86	-3	1.1	1	-7
> CC/C(=N\NC(=O)c1ccc2c(c1)OCO2)C12CC3CC(CC(C3)C1)C2
 : -6	1.1	-10	1.1	0.9	2.5	-7	1.1	1.1	-6
> O=C(c1cc2nc(C3CC3)cc(C(F)(F)F)n2n1)N1CCCC1
 : -6	0.9	-2	1	1	1.1	0	0.9	1	33
> NC(=O)C1CCN(C2CC(=O)NC2=O)CC1 (stereo not given)
 : -9	1	0	1	1.1	1.1	-4	1.1	1	-14
> CC(OC(=O)c1ccccc1Oc1ccccc1)C(=O)NC1CC1 (stereo not given)
 : 3	1.1	-5	1.1	1	0.92	-2	1.2	1	24
> O=C(NCc1ccc2c(c1)OCO2)C1CCN(S(=O)(=O)N2CCCCC2)CC1
 : -8	0.9	0	1	1.1	1.3	-1	1	1	12
> O=C(CC(=O)N/N=C/c1ccccc1O)NCc1cccnc1
 : -83	1.2	0	1	1	0.68	6	1	0.9	3
> COc1ccc(C(=O)CN2CC(C)SC2=Nc2ccc(Cl)cc2)cc1 (stereo not given)
 : -8	0.9	0	1	1	2	0	0.9	1	20
> CC(C)(C)N=C1NC(=NC(C)(C)C)c2ccccc21
 : 5	0.9	-6	1.1	0.6	1	-1	0.9	1	4
> O=C(/C=C\Nc1ccc(Br)cc1)c1cccnc1
 : -2	1	84*	0.2	1	8.8*	2	1	1	210*
> Cc1ccc2c(c1)C1(OCCO1)C(=O)N2
 : -6	1	-6	1.1	0.9	1	-1	1	1	21
> COc1ccc(OCCN(C)Cc2ccccc2)cc1
 : -1	0.9	3	1	0.9	0.96	0	0.9	1	0
> Cc1ccc(NC(=O)CS(=O)CC(=O)NC2CCN(Cc3ccccc3)CC2)c(C)c1 (stereo not given)
 : -14	1	-5	1.1	1	0.87	-5	1	1.1	2
> CC(C)(C)C(=O)Cn1nc(Cl)nc1Cl
 : -2	1.1	2	1	1	1	3	1.2	1	12
> CCn1nnnc1NCc1c(OC)ccc2ccccc12
 : -8	0.8	-5	1	1	0.9	-2	0.9	1	9
> OC(COc1ccc(Cl)c2ccccc12)CN1CCN(c2ccccn2)CC1 (stereo not given)
 : -3	0.9	-6	1.1	1.3	1.1	-2	0.9	1	-1
> Cc1cc(C)n(CC(C)NCc2cn[nH]c2-c2ccc(C)c(C)c2)n1 (stereo not given)
 : -1	1.1	-5	1.1	1.1	1	-5	1	1.1	24
> Cc1cc(=O)n(-c2ccc(O)cc2)[nH]1
 : -7	1.7	-6	1.1	0.9	1	-1	1.3	1	0
> O=C(Nc1ccccc1)Nc1cccc2nsnc12
 : -11	0.7	28	0.7	0.9	4.3*	-6	0.9	1.1	121
> CCCNC(=O)CS(=O)(=O)Cc1nc(-c2cccc(OC)c2)oc1C
 : -11	0.9	-1	1	1.1	0.89	-5	0.9	1.1	-22
> O=C(Cc1ncc(C(F)(F)F)cc1Cl)NC1CC1
 : -2	1.1	1	1	1	1	2	1.1	1	-8
> O=C(/C=C/c1ccccc1)OCCCN=C1NS(=O)(=O)c2ccccc21
 : -9	1.1	-8	1.1	1	0.87	-6	1	1.1	20
> C/C(=N\NC(=O)c1c(Cl)c(C)nn1C)c1cccc(NC(=O)COc2ccc(Cl)cc2)c1
 : 11	0.9	-1	1	1	1.8	-4	0.9	1	15
> Cc1cc(CNC(=O)CCc2nnc(CCCCc3ccccc3)o2)nn1C
 : -5	1	-6	1.1	1	1.1	-3	0.9	1	18

# 2 compounds drawn at random from the list so far, as already listed:
# Each structure is followed by: TNAP inh no acc	PMI act satM6P	FLuc inhib CS	FLuc act counter	bIAP activator	NF-kB expr up	TNAP inh hi DEA	PMI act	TNAP act hi DEA	APP 5'UTR act
> COc1ccc(C(=O)CN2CC(C)SC2=Nc2ccc(Cl)cc2)cc1 (stereo not given)
 : -8	0.9	0	1	1	2	0	0.9	1	20
> Cc1ccc(-c2nnn(CC(=O)N(CC3CCCO3)C(C(=O)NCC3CCCO3)c3ccc(F)cc3)n2)o1 (stereo not given)
 : -19	1	-2	1	0.9	1.4	-3	0.9	1	5
